Bcl-B TR3 displacers – displacers of TR3 peptide from Bcl-B, primary screen, selectivity assay for Bfl-1 inhibitor project, biochemical, fluorescence polarization; FP displacement of FITC-TR3 peptide from Bcl-B; higher % means a stronger effect; AID 748, 2007; Bcl-2-like protein 10 (Homo sapiens); displacement, % at 20 µM; hits with a dose series show IC50 in µM; 96,000 compounds, 0.11% hits;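 active = displacement above 50% at 20 µM plus a fluorescence interference ratio under 1.5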;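 note: plate controls were wells without compound for no effect and wells lacking Bcl-B protein for full effect; a part of the inactive calls stands beside numbers as strong as those of hits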
MRP resist rev – reversal of MRP1-mediated doxorubicin resistance, primary screen, H69AR cells, doxorubicin co-treatment; H69AR cells + 2 uM doxorubicin, CellTiter-Glo, 72 h; differential viability (reversal), % at 10 µM; 85,000 compounds, 0.04% hits; AID 602, 2007;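 active = viability drop by adding the cancer drug above about 55%, with treated viability meeting a 40% cutoff, limit read from the data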;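 note: viability without doxorubicin minus viability with 2 µM doxorubicin for each compound; larger differential means the compound sensitizes cells more to doxorubicin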
MRP resist rev cytotoxicity – also measured in MRP resist rev; calls as there; viability, %; H69AR cells, CellTiter-Glo, 72 h; measured here: cytotoxicity without doxorubicin
MRP resist rev with doxorubicin – recorded beside MRP resist rev, whose call it bears; viability, %; measured here: viability with 2 uM doxorubicin; hits give low values
Numbers without * were called inactive; . = not tested or not shown; & = joins results of further samples. These rows are one share of the data. The share of hits here may be higher or lower than overall.

Start of the data: the first 4 records as a preview:
Key to letters: A = Bcl-B TR3 displacers; B = MRP resist rev; C = MRP resist rev cytotoxicity; D = MRP resist rev with doxorubicin
SMILES: CCC(NC(C)C)C(O)c1ccc(O)c(O)c1 (stereo not given)
  A = . | B = -6 | C = 81 | D = 87

SMILES: Cn1c(Cn2c(=O)sc3ccccc32)nnc1SCC(=O)N1CCc2ccccc21
  A = . | B = 14 | C = 94 | D = 80

SMILES: CCN(CC)CCN1C(=O)C(=O)/C(=C(/O)c2ccc(C)cc2)C1c1cccnc1 (stereo not given)
  A = . | B = 11 | C = 92 | D = 80

SMILES: CCOc1ccc(C2C(C(=O)c3ccc(C)o3)=C(O)C(=O)N2CCCN(CC)CC)cc1 (stereo not given)
  A = . | B = 1 | C = 92 | D = 92

Results, previewed entries included:
Key to letters: A = Bcl-B TR3 displacers; B = MRP resist rev; C = MRP resist rev cytotoxicity; D = MRP resist rev with doxorubicin
SMILES: CCC(NC(C)C)C(O)c1ccc(O)c(O)c1 (stereo not given)
  A = . | B = -6 | C = 81 | D = 87

SMILES: Cn1c(Cn2c(=O)sc3ccccc32)nnc1SCC(=O)N1CCc2ccccc21
  A = . | B = 14 | C = 94 | D = 80

SMILES: CCN(CC)CCN1C(=O)C(=O)/C(=C(/O)c2ccc(C)cc2)C1c1cccnc1 (stereo not given)
  A = . | B = 11 | C = 92 | D = 80

SMILES: CCOc1ccc(C2C(C(=O)c3ccc(C)o3)=C(O)C(=O)N2CCCN(CC)CC)cc1 (stereo not given)
  A = . | B = 1 | C = 92 | D = 92

SMILES: Nc1nnc(-c2cccc(Cl)c2Cl)c(N)n1
  A = . | B = -8 | C = 97 | D = 105

SMILES: CC[C@H](C)C(=O)O[C@H]1C[C@@H](C)C=C2C=C[C@H](C)[C@H](CC[C@@H]3C[C@@H](O)CC(=O)O3)[C@H]21
  A = . | B = -18 | C = 46 | D = 64

SMILES: Oc1c(Cl)cc(Cl)c(Cl)c1Cc1c(O)c(Cl)cc(Cl)c1Cl
  A = . | B = -1 | C = 14 | D = 15

SMILES: Cn1c(=O)c2c(nc(NCCCO)n2CCc2ccccc2)n(C)c1=O
  A = . | B = 5 | C = 87 | D = 83

SMILES: Cn1cc(Cl)nc1C(O)c1ccccc1 (stereo not given)
  A = . | B = 15 | C = 99 | D = 84

SMILES: CC(C)(C)C(=O)Cn1c(=O)n(CC2CCCO2)c(=O)c2ccccc21 (stereo not given)
  A = . | B = -9 | C = 81 | D = 89

SMILES: Cc1cccc(NC(=O)c2cnc3sccn3c2=O)c1
  A = . | B = -15 | C = 76 | D = 91

SMILES: N=c1c[n+](N2CCOCC2)[n-]o1
  A = . | B = -1 | C = 98 | D = 99

SMILES: CN(C)C(=O)c1nnc(Cc2ccc(Cl)cc2)o1
  A = . | B = 7 | C = 104 | D = 97

SMILES: O=C(CCCn1c(SCC(=O)NC2CCCC2)nc2ccccc2c1=O)NCC1CCCO1 (stereo not given)
  A = . | B = 24 | C = 104 | D = 80

SMILES: Cn1c(Cn2c(=O)sc3ccccc32)nnc1SCc1ccccc1
  A = . | B = 8 | C = 82 | D = 74

Continued (2 carried over from the part before).
Key to letters: A = Bcl-B TR3 displacers; B = MRP resist rev; C = MRP resist rev cytotoxicity; D = MRP resist rev with doxorubicin
SMILES: O=C(CCCn1c(SCC(=O)NC2CCCC2)nc2ccccc2c1=O)NCC1CCCO1 (stereo not given)
  A = . | B = 24 | C = 104 | D = 80

SMILES: Cn1c(Cn2c(=O)sc3ccccc32)nnc1SCc1ccccc1
  A = . | B = 8 | C = 82 | D = 74

SMILES: CCOc1ccc(NC(=O)c2ccc(N)cc2)cc1
  A = . | B = -9 | C = 77 | D = 85

SMILES: COc1cc(-c2nnc3sc(-c4cccnc4)nn23)cc(OC)c1OC
  A = . | B = 2 | C = 87 | D = 85

SMILES: CC(C)c1cc(NCCN2CCOCC2)n2c(nc3ccccc32)c1C#N
  A = . | B = -8 | C = 65 | D = 74

SMILES: COc1ccccc1NC(=O)Nc1nnc(C(C)C)s1
  A = . | B = 4 | C = 94 | D = 89

SMILES: COc1ccc(-c2nnc(NC(=O)c3ccccc3C)o2)cc1
  A = . | B = -4 | C = 74 | D = 78

SMILES: COC(=O)c1c(C)nn(-c2ccccc2)c1N
  A = . | B = -1 | C = 92 | D = 93

SMILES: Cn1c(=O)c2c(nc(CN3CCN(c4ccc(F)cc4)CC3)n2CCN2CCOCC2)n(C)c1=O
  A = . | B = 0 | C = 71 | D = 71

SMILES: CCC(=O)Nc1c(C#N)c2nc3ccccc3nc2n1-c1ccc(C)cc1
  A = . | B = -3 | C = 86 | D = 89

SMILES: COc1cc2c(cc1OC)C(=NCCC(=O)O)NC(C)(C)C2
  A = . | B = 2 | C = 91 | D = 88

SMILES: Cn1cc(C(=O)NCCc2ccccc2)c(=O)c2cc(S(=O)(=O)N3CCOCC3)ccc21
  A = . | B = 4 | C = 90 | D = 86

SMILES: C=C(CC)C(=O)c1ccc(OCC(=O)O)c(Cl)c1Cl
  A = . | B = -1 | C = 12 | D = 13

SMILES: C=CCOc1cccc(C2/C(=C(/O)c3ccccc3)C(=O)C(=O)N2CCCN2CCOCC2)c1 (stereo not given)
  A = . | B = -8 | C = 93 | D = 100

SMILES: CCC(=O)Oc1ccc(/C(CC)=C(\CC)c2ccc(OC(=O)CC)cc2)cc1
  A = . | B = -34 | C = 10 | D = 44

SMILES: Cc1ccc(NC(=O)CSc2nnc(Cn3c(=O)sc4ccccc43)n2C)cc1
  A = . | B = 8 | C = 91 | D = 83

SMILES: CC1(C)O[C@@H]2C[C@H]3[C@@H]4C[C@H](F)C5=CC(=O)CC[C@]5(C)[C@H]4[C@@H](O)C[C@]3(C)[C@]2(C(=O)CO)O1
  A = . | B = -4 | C = 90 | D = 94

Next part
Key to letters: A = Bcl-B TR3 displacers; B = MRP resist rev; C = MRP resist rev cytotoxicity; D = MRP resist rev with doxorubicin
SMILES: C1CNCCNCCNCCN1
  A = . | B = 4 | C = 97 | D = 94

SMILES: Oc1c(Cl)cc(Cl)cc1Sc1cc(Cl)cc(Cl)c1O
  A = . | B = 0 | C = 14 | D = 14

SMILES: CCN(CC)CC(=O)Nc1c(C)cccc1C
  A = . | B = -2&10 | C = 102&103 | D = 104&94

SMILES: CC(CC(=O)O)NCC1COc2ccccc2O1 (stereo not given)
  A = . | B = -7 | C = 95 | D = 101

SMILES: C[C@]12CCC(=O)C=C1CC[C@@H]1[C@@H]2[C@@H](O)C[C@@]2(C)[C@H]1CC[C@]2(O)C(=O)CO
  A = . | B = -10 | C = 95 | D = 105

SMILES: Cc1cc(C(=O)N2CCN(Cc3ccc4c(c3)OCO4)CC2)on1
  A = . | B = 9 | C = 98 | D = 89

SMILES: Cc1nn(C)c(C)c1S(=O)(=O)N(CC(=O)NCc1cccs1)c1ccc(C(C)C)cc1
  A = . | B = -14 | C = 71 | D = 86

SMILES: O=C(O)C1CCCN1S(=O)(=O)c1ccc2ccccc2c1 (stereo not given)
  A = . | B = 4 | C = 88 | D = 84

SMILES: COc1ccc(NC(=O)C2CCCN(S(=O)(=O)c3cccc4nonc34)C2)c(OC)c1 (stereo not given)
  A = . | B = -2 | C = 96 | D = 98

SMILES: COc1ccc(NC(=O)C2Cc3ccccc3C(=O)O2)cc1 (stereo not given)
  A = . | B = 9 | C = 100 | D = 92

SMILES: O=C(Nc1ccc2c(c1)OCO2)c1cccc2c1C(=O)N(C1CCCCC1)C2
  A = . | B = 4 | C = 92 | D = 88

SMILES: CCOC(=O)c1cnn(-c2cc(C)c3cc(C)cc(C)c3n2)c1N
  A = . | B = 10 | C = 97 | D = 87

SMILES: C=CCc1ccc(OCCOc2cccc(/C=N/n3cnnc3)c2)c(OC)c1
  A = . | B = 9 | C = 80 | D = 71

SMILES: Clc1cccc2sc(N3CCN(c4ccccc4)CC3)nc12
  A = . | B = 4 | C = 91 | D = 88

SMILES: O=C(Nc1cccc(F)c1)c1ccc(S(=O)(=O)N2CCCC2)cc1
  A = . | B = 14 | C = 85 | D = 71

Results in MRP resist rev with doxorubicin (5 entries from above):
| Structure | MRP resist rev with doxorubicin |
| --- | --- |
| C=CCc1ccc(OCCOc2cccc(/C=N/n3cnnc3)c2)c(OC)c1 | 71 |
| Oc1c(Cl)cc(Cl)cc1Sc1cc(Cl)cc(Cl)c1O | 14 |
| C[C@]12CCC(=O)C=C1CC[C@@H]1[C@@H]2[C@@H](O)C[C@@]2(C)[C@H]1CC[C@]2(O)C(=O)CO | 105 |
| CCN(CC)CC(=O)Nc1c(C)cccc1C | 104&94 |
| Cc1nn(C)c(C)c1S(=O)(=O)N(CC(=O)NCc1cccs1)c1ccc(C(C)C)cc1 | 86 |

Following part.
smiles | Bcl-B TR3 displacers | MRP resist rev | MRP resist rev cytotoxicity | MRP resist rev with doxorubicin
CCOC(=O)CNC(=O)CSc1nnc(Cn2c(=O)sc3ccccc32)n1C | . | 2 | 100 | 97
CCC(=O)Oc1ccc(C(CC)C(CC)c2ccc(OC(=O)CC)cc2)cc1 (stereo not given) | . | -13 | 71 | 84
O=C(Nc1nnc(-c2ccc(F)cc2)o1)c1ccco1 | . | -8 | 76 | 84
O=C(c1ccccc1)c1ccc2nc(N3CCCCC3)c3nncn3c2c1 | . | -9 | 85 | 94
Cc1ccc2[nH]c3c(c2c1)CCCC3C(N)=O (stereo not given) | . | -5 | 83 | 88
Nc1ccc(S(=O)(=O)Nc2ccccn2)cc1 | . | 12 | 98 | 86
COc1ccc(CCn2c(=O)[nH]c3cc(C(=O)NCCCN4CCOCC4)ccc3c2=O)cc1OC | . | 16 | 88 | 72
Cc1ccc(NC(=O)CN(c2ccc(C)cc2)S(=O)(=O)c2cccc3nonc23)cc1 | . | 4 | 77 | 74

Later entries:
smiles | Bcl-B TR3 displacers | MRP resist rev | MRP resist rev cytotoxicity | MRP resist rev with doxorubicin
O=C(NCc1ccco1)c1cccc2c1C(=O)N(C1CCCCC1)C2 | . | 5 | 95 | 91
O=C(O)c1cccc(N2C(=O)CCC2=O)c1 | . | 19 | 102 | 83
CCc1cc2c(=O)c(-c3nc4ccccc4n3C)c(C(C)C)oc2c(CN2CCN(C)CC2)c1O | . | -5 | 81 | 86
OC[C@H]1O[C@@H](n2cnc3c(NC4CCCC4)ncnc32)[C@H](O)[C@@H]1O | . | -4 | 75 | 79
O=C(N/N=C1\CCCc2c1[nH]c1ccc(Cl)cc21)c1ccncc1 | 9% | . | . | .
C=CCNC(=S)N/N=C/c1ccc(OCc2ccccc2)cc1 | -6% | . | . | .
O=C(NN=C1c2ccccc2-c2ccccc21)c1ccccc1 | -72% | . | . | .
C/C(=N\Nc1nc(-c2ccc(C)cc2)nc2ccccc12)c1ccc([N+](=O)[O-])cc1 | -5% | . | . | .

Record cards (already shown).
Clc1cccc2sc(N3CCN(c4ccccc4)CC3)nc12 is listed with Bcl-B TR3 displacers = .; MRP resist rev = 4; MRP resist rev cytotoxicity = 91; MRP resist rev with doxorubicin = 88
COc1ccc(-c2nnc(NC(=O)c3ccccc3C)o2)cc1 is listed with Bcl-B TR3 displacers = .; MRP resist rev = -4; MRP resist rev cytotoxicity = 74; MRP resist rev with doxorubicin = 78
